High-throughput results deposited in PubChem BioAssay by several laboratories.
bovine MsrA act: bovine MsrA enzyme activators, primary screen, biochemical, absorbance, HTS; activation, % at 10.6 µM; purified bovine MsrA, absorbance read-out; 360,000 tested, 0.3% active; Methionine sulfoxide reductase A (Bos taurus); in the data active means activation above about 7.5%;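 further: 0% = vehicle and 100% = reference activator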
CSN deneddyl inh: inhibitors of CSN-mediated cullin deneddylation, primary screen, biochemical, fluorescence polarization, uHTS | 360,000 tested, 0.38% active | AID 651999, 2013 | Purified CSN, SCF-Nedd8-OG deneddylation | inhibition, % at 12.5 µM | COP9 signalosome complex subunit 5 (Homo sapiens), Q92905;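 active means pattern-corrected inhibition above about 35%, with an unprinted fluorescence ratio check between 0.5 and 1.5, limit read from the data, passing the limit was not always enough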;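 further: 0% = enzyme with substrate and 100% = substrate without enzyme; some results filed as inactive read as strong as hits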
Target sequence (Q92905 whole entry, looked up, one chain of several): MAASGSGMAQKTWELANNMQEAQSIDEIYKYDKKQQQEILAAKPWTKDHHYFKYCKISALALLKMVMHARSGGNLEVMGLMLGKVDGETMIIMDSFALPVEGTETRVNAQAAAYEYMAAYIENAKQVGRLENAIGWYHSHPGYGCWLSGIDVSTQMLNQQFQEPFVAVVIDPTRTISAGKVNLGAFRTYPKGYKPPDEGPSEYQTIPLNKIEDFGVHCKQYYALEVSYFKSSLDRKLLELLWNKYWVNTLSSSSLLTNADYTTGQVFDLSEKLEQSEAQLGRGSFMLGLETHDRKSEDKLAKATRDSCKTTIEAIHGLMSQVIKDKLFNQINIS
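assay system = purified human Csn5 enzyme expressed in HEK293T cells | amount = 0.24 nM enzyme | buffer or medium = Tris/NaCl/DTT buffer, pH 7.5 | reagent = 10 nM SCFSkp2-Nedd8OG | compound = one concentration, 12.5 µM, 0.25% DMSO | times = 90 min reaction at room temperature | signal = FP | read-out basis = % inhibition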
MT1-MMP act inh: blockers of MT1-MMP proenzyme processing, primary screen, HT1080 RFP-PRO-GFP cells, GFP/RFP fluorescence; Matrix metalloproteinase-14 (Homo sapiens), P50281; GFP/RFP ratio fluorescence, overnight; percent of plate control window, DMSO zero; GFP/RFP ratio change, % at 20 µM; 360,000 tested, 0.061% active; AID 651647, 2012;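 active means GFP/RFP ratio change of at least 30% with cell ATP level not reduced by more than half and red fluorescence within 50% of control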; further: strong numbers were not always called active
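Assay system: HT1080 RFP-PRO-GFP cells | Dosing: 20 µM single dose, 1% DMSO | Incubation: Cells overnight before dosing, compound overnight, 37 °C, 5% CO2 | Evaluation: GFP/RFP fluorescence ratio | Control set: DMSO-only wells and HT1080 RFP-L50D-GFP cell wells as references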
E coli Lon inh: inhibitors of E. coli Lon protease, primary screen, biochemical, fluorescence polarization | purified E. coli Lon protease | inhibition, % at 7.94 µM | 360,000 tested, 0.42% active; in the data active means inhibition above about 13%, passing the limit was not always enough;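 further: 0% = enzyme with probe and DMSO and 100% = no enzyme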
MsrA inhibitor: bovine MsrA enzyme inhibitors, primary screen, biochemical, absorbance, HTS. AID 651718, 2012. inhibition, % at 15.5 µM. 360,000 tested, 0.75% active. purified bovine MsrA, absorbance read-out; in the data active means inhibition above about 4.5%;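 further: 0% = vehicle wells with enzyme and 100% = reference inhibitor wells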
Rin1 Abl inh: inhibitors of Rin1-Abl protein binding, primary screen, biochemical, TR-FRET. inhibition, % at 7.35 µM. Tyrosine-protein kinase ABL1 (Homo sapiens) + Ras and Rab interactor 1 (Homo sapiens), …. 360,000 tested, 0.4% active; in the data active means inhibition above about 5%, passing the limit was not always enough
FAS TE block: FAS thioesterase domain inhibitors, primary screen, biochemical, fluorescence intensity, uHTS. Fatty acid synthase (Homo sapiens), P49327. 360,000 tested, 0.67% active. AID 602261, 2012. recombinant FAS-TE, OMFH fluorogenic substrate, fluorescence endpoint. inhibition, % at 15 µM;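 active means compounds whose normalised, plate-corrected inhibition of enzyme fluorescence in the single-dose primary screen is 50% or more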;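 further: 0% = DMSO with enzyme and 100% = substrate without enzyme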
Rpn11 inh: Rpn11 (PSMD14) deubiquitinase inhibitors, primary screen, biochemical, fluorescence polarization, uHTS; 26S proteasome non-ATPase regulatory subunit 14 (Homo sapiens), O00487; human 26S proteasome, Ub4-pepOG fluorescence polarization; 20S core pre-blocked with epoxomicin; calls only at 20 µM; 360,000 tested, 0.59% active; AID 588493, 2011;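 active means inhibition at 20 µM, scaled to each plate's controls, above about 33%, limit read from the data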
MLLE-PAM2 inh: inhibitors of PABP1 MLLE–PAM2 peptide binding, primary screen, biochemical, fluorescence polarization, FITC-PAM2, GST-MLLE; Polyadenylate-binding protein 1 (Homo sapiens), P11940; inhibition, % at 20 µM; 360,000 tested, 0.36% active; in the data active means inhibition above about 35%, passing the limit was not always enough;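 further: plate controls were DMSO wells with GST-MLLE for no effect and wells lacking GST-MLLE protein for full effect; some results filed as inactive read as strong as hits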
Target sequence (P11940 whole entry, looked up): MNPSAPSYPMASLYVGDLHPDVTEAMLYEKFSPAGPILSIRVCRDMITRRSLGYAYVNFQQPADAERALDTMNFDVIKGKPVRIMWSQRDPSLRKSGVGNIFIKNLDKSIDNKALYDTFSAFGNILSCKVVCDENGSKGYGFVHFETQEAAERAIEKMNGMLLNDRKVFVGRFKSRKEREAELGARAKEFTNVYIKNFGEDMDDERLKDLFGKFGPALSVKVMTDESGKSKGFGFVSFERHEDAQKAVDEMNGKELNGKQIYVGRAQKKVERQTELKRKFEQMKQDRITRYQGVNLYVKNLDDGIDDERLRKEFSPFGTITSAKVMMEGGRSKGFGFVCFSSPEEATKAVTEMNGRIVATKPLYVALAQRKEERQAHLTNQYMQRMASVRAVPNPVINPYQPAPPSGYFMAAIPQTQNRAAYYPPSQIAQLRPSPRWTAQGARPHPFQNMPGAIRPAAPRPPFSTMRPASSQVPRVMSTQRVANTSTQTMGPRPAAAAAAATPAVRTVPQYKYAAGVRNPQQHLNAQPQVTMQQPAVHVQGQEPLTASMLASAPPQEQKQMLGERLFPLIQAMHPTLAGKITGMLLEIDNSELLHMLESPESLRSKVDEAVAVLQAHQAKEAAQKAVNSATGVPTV
An asterisk follows results filed as active; i = inactive; · = not tested or not shown; + = active, no number.

The line under a structure holds: bovine MsrA act	CSN deneddyl inh	MT1-MMP act inh	E coli Lon inh	MsrA inhibitor	Rin1 Abl inh	FAS TE block	Rpn11 inh	MLLE-PAM2 inh
#1 Cc1cc(OC(C)C(=O)NCC2CCC(C(=O)O)CC2)c2c(C)cc(=O)oc2c1 (stereo not given)
    -6	4	4	-5	1.5	1	-3	i	-7
#2 CCOc1ccc(NC(=O)CN(C)C(=O)CCC2CCCCC2)cc1OCC
    -2	-6	1	-2	-0.7	3	-1	i	-4
#3 Fc1ccc(Nc2nc(-c3ccncc3)nc3ccccc23)cc1F
    -1	8	-3	-1	0.9	-3	-1	+	-20
#4 CCCOc1cccc(C2C(C(=O)c3cccs3)=C(O)C(=O)N2Cc2cccnc2)c1 (stereo not given)
    -6	0	5	4	-1.0	-6	-4	i	0
#5 O=C(/C=C/c1cccnc1)c1ccc(F)c(F)c1
    -9	4	-3	-4	-1.2	1	3	i	11
#6 Cn1nc([N+](=O)[O-])nc1Sc1ccc(Cl)cc1
    0	-1	3	-9	0.4	-1	-9	i	6
#7 CCOC(=O)C1CCN(CCCSc2ccccc2)CC1
    -3	-3	2	2	-0.3	-2	-10	i	-2
#8 Cc1cccc(N2CCN(S(=O)(=O)c3ccc4c(c3)CCCN4C(=O)C3CCC3)CC2C)c1 (stereo not given)
    -5	3	0	3	-0.8	-1	25	i	-3
#9 CC(C)(C)CC(C)(C)c1ccc(O)c(CN2CCN(CCC#N)CC2)c1
    1	2	-13	5	0.5	4	0	i	-5
#10 O=C(Oc1ccccc1Cl)c1ccccc1
    -2	-1	0	-8	0.0	3	9	i	2

Given in markdown: part of the list above
| cpd | Molecule | bovine MsrA act | CSN deneddyl inh | MT1-MMP act inh | E coli Lon inh | MsrA inhibitor | Rin1 Abl inh | FAS TE block | Rpn11 inh | MLLE-PAM2 inh |
| --- | --- | --- | --- | --- | --- | --- | --- | --- | --- | --- |
| 3 | Fc1ccc(Nc2nc(-c3ccncc3)nc3ccccc23)cc1F | -1 | 8 | -3 | -1 | 0.9 | -3 | -1 | + | -20 |
| 4 | CCCOc1cccc(C2C(C(=O)c3cccs3)=C(O)C(=O)N2Cc2cccnc2)c1 (stereo not given) | -6 | 0 | 5 | 4 | -1.0 | -6 | -4 | i | 0 |
| 5 | O=C(/C=C/c1cccnc1)c1ccc(F)c(F)c1 | -9 | 4 | -3 | -4 | -1.2 | 1 | 3 | i | 11 |

(list continues)
The line under a structure holds: bovine MsrA act	CSN deneddyl inh	MT1-MMP act inh	E coli Lon inh	MsrA inhibitor	Rin1 Abl inh	FAS TE block	Rpn11 inh	MLLE-PAM2 inh
#11 CCOc1cc(NC(=S)NCCCN2CCOCC2)c(OCC)cc1NC(=O)C1CCCCC1
    -6	1	0	-2	0.6	3	-3	i	26
#12 O=C(NN=C1CCCC1)NC1CCCCC1
    -3	-1	-1	1	-1.0	-2	-8	i	-9
#13 CCCOc1ccc(N2C(=O)CC(SCC(N)C(=O)OCC)C2=O)cc1 (stereo not given)
    0	0	3	-5	-1.4	-5	-4	i	22
#14 CN1CCN(/N=C/c2nc(-c3ccccc3Cl)n3ccccc23)CC1
    -3	-8	0	1	1.7	-4	-14	i	10
#15 COc1ccc(CCC(=O)NNC(=O)Nc2ccccc2Cl)cc1
    -3	1	-3	-9	0.7	0	-7	i	-5
#16 CCOC(=O)c1c(C#N)c(SCC(=O)Nc2ccc(OC)cc2)nc2c1CN(CC)CC2
    1	5	1	-4	0.2	2	2	i	31
#17 COc1ccc(Oc2ncc(CN3CCN(c4ccccc4)CC3)s2)cc1
    0	-2	2	-4	-0.6	-2	20	i	0
#18 O=C(COc1ccccc1)NCCc1nc2ccccc2[nH]1
    -1	5	-8	6	1.2	0	-3	i	-8
#19 Cc1ccc(/C=N/NC(=O)CSc2ccccn2)o1
    0	3	18	0	-0.5	-2	-6	i	-13
#20 CN1/C(=C\C=O)C(C)(C)c2ccccc21
    -1	-1	10	-2	6.8*	-5	-8	i	3

Other records.
The line under a structure holds: bovine MsrA act	CSN deneddyl inh	MT1-MMP act inh	E coli Lon inh	MsrA inhibitor	Rin1 Abl inh	FAS TE block	Rpn11 inh	MLLE-PAM2 inh
#21 COc1ccc(OCCN2CCC(C(=O)NC(c3ccccn3)c3ccccc3OC)CC2)cc1 (stereo not given)
    1	3	4	2	0.2	-5	-9	i	3
#22 CCCc1ccc(-c2cc(N)n[nH]2)cc1
    -3	1	-2	7	-0.5	-6	-5	i	-8
#23 CCOc1ccc(/C=C2\SC(=S)N(CCC(=O)Nc3ccc(C(=O)O)cc3)C2=O)cc1
    -1	6	1	1	-0.2	4	13	+	-8
#24 CCOC(=O)c1cc2c(ccn2C)n1Cc1ccccc1Cl
    0	5	-3	-1	1.0	3	21	i	-4
#25 COc1cc(/C=N/NC(=O)c2cccnc2)ccc1OC(=O)c1cc(OC)c(OC)c(OC)c1
    0	2	4	-10	-0.7	-3	42	i	-2
#26 Cc1ccc(N2C(=O)CC(Sc3nccc(C)n3)C2=O)cc1 (stereo not given)
    -3	3	-1	-12	-0.8	2	-1	i	22
#27 O=C(COC(=O)c1cccc(F)c1)NC1CC1
    -1	-2	-6	-8	-0.8	-1	-7	i	-10
#28 COc1ccc(OC)c(NC(=O)Cc2ccc(NC3=NC4CS(=O)(=O)CC4S3)cc2)c1 (stereo not given)
    0	0	0	-1	0.1	22*	-6	i	-74
#29 Cc1ccc(S(=O)(=O)N2CCC(C(=O)NCc3ccncc3)CC2)cc1
    -2	5	-4	4	0.7	-4	-7	i	0
#30 O=C(CCc1nc2ccccc2[nH]1)NCc1ccc2c(c1)OCO2
    -1	-7	3	5	1.4	-2	-7	i	-13

Other entries
The line under a structure holds: bovine MsrA act	CSN deneddyl inh	MT1-MMP act inh	E coli Lon inh	MsrA inhibitor	Rin1 Abl inh	FAS TE block	Rpn11 inh	MLLE-PAM2 inh
#31 Cc1noc(C)c1COc1ccccc1C(=O)N1CCN(S(=O)(=O)c2ccccc2C(F)(F)F)CC1
    -2	0	-3	-5	1.9	2	7	i	11
#32 COc1ccc(/C=C2\SC(=S)N(CCCC(=O)Nc3ccccn3)C2=O)cc1OC
    -4	-7	-11	-39	0.3	-6	6	i	-31
#33 CC(OC(=O)c1ccc(S(=O)(=O)N2CCCCC2)cc1)C(=O)Nc1ccc(C(N)=O)cc1 (stereo not given)
    -1	0	-3	-6	-0.3	4	-11	i	-3
#34 COc1ccc(C(=O)COC(=O)C(CCSC)NC(=O)COc2ccccc2)cc1 (stereo not given)
    -2	4	-1	-11	-1.1	0	64*	i	5
#35 Cc1cc2cc(CN(Cc3ccco3)S(=O)(=O)c3c(C)ccc4nsnc34)c(=O)[nH]c2cc1C
    3	-6	-4	-15	0.1	-4	9	i	12
#36 COc1cc(/C=N/NC(=S)NCCN2CCOCC2)cc(OC)c1O
    -8	-2	2	-1	5.2*	-5	-8	i	-40
#37 CCOC(=O)c1c(NC(=O)CN2CCCc3ccccc32)sc(C(C)=O)c1C
    -7	2	-8	3	1.5	0	-1	i	-12
#38 Cc1ccc(NC(=O)NCCN2CCN(C(=O)Nc3ccc(C)cc3)CC2)cc1
    -2	-2	4	-4	-0.5	4	-4	i	0
#39 O=C(N=Nc1c(O)[nH]c2ccc([N+](=O)[O-])cc12)c1cc(-c2ccccc2Cl)nc2ccccc12
    -5	3	-2	-4	-1.2	-2	8	+	-7
#40 COc1ccc(C2CC(C(F)(F)F)n3nc(C(=O)Nc4ccc5c(c4)OCO5)cc3N2)cc1 (stereo not given)
    -9	1	-1	-2	0.0	-3	3	i	-1

New compounds follow
The line under a structure holds: bovine MsrA act	CSN deneddyl inh	MT1-MMP act inh	E coli Lon inh	MsrA inhibitor	Rin1 Abl inh	FAS TE block	Rpn11 inh	MLLE-PAM2 inh
#41 CCc1ccc(C(=O)NC(=S)Nc2ccc(N3CCOCC3)cc2)cc1
    -4	6	1	1	0.7	0	33	i	40*
#42 O=C1OCC(c2ccccc2)=C1c1ccccc1
    -2	3	-1	-1	0.1	5	-2	i	0
#43 CC(C)(C)OC(=O)C[C@H]1C/C=C\C[C@@H](CC(=O)N[C@@H](CO)Cc2ccccc2)C(=O)N2CCC[C@H]2COC1=O
    0	2	4	-15	0.0	5	-7	i	2
#44 CC(=O)c1cccc(S(=O)(=O)N2CCCC(c3nc4c(nnn4Cc4ccccc4Cl)c(=O)[nH]3)C2)c1 (stereo not given)
    -5	6	-2	-2	1.0	2	23	i	7
#45 O=C(NCc1ccco1)C(=O)NCC1OCCN1S(=O)(=O)c1ccc(F)cc1 (stereo not given)
    -2	1	0	-2	-0.3	-1	-8	i	-9
#46 O=C(CSc1nnc(-c2cccs2)o1)N1CCCc2ccccc21
    1	-1	-1	-9	-0.6	-4	0	i	-3
#47 CCOC(=O)c1cnc2c(C)c(Cl)ccc2c1N1CCN(CC)CC1
    -6	3	-6	-2	2.9	-1	6	i	6
#48 COc1cc(C2C(C(=O)OC(C)C)=C(C)Nc3[nH]c(=O)[nH]c(=O)c32)ccc1O (stereo not given)
    -6	3	-1	-3	1.4	1	-7	i	3
#49 CN(C)S(=O)(=O)c1cccc(NC(=S)N/N=C/c2ccc(O)c(O)c2O)c1
    -5	-1	-4	15	1.7	27*	-6	i	17
#50 CC(=O)N1N=C(c2ccccc2)CC1c1ccccc1 (stereo not given)
    -2	-4	3	1	-0.8	0	-3	i	-1

The list continues:
The line under a structure holds: bovine MsrA act	CSN deneddyl inh	MT1-MMP act inh	E coli Lon inh	MsrA inhibitor	Rin1 Abl inh	FAS TE block	Rpn11 inh	MLLE-PAM2 inh
#51 COc1ccc(NS(=O)(=O)c2cccc(NC(=O)CCS(=O)(=O)c3ccccc3)c2)cc1
    -2	4	2	-8	0.3	3	1	i	-14
#52 O=C1CC(c2ccccc2)CC(=O)N1c1ccc(C(F)(F)F)cc1
    -5	-3	0	1	0.6	2	-6	i	8
#53 O=C(O)[C@H](O)[C@@H](O)C(=O)O
    -5	-3	-2	-4	0.0	5	-5	i	4
#54 CCOc1ccc(N(CC(=O)NC2CC2)S(=O)(=O)c2ccc(C)cc2)cc1
    -2	-1	2	0	0.1	-1	-3	i	-2
#55 N#Cc1c(Sc2ncc(C(F)(F)F)cc2Cl)nsc1C/C=N\OCc1ccccc1Br
    -1	24	-19	-33	0.9	3	18	·	-62
#56 CC1(C)Cc2nc(NC3CCCCC3)c(C#N)cc2CO1
    4	-11	-3	-4	1.7	3	10	i	-2
#57 COc1ccccc1CCNS(=O)(=O)c1cc2c3c(c1)C(C)C(=O)N3CCC2 (stereo not given)
    -2	-1	-1	-3	-0.7	-3	-2	i	0
